Shiga inhibitor = A qHTS for Small Molecule Inhibitors of Shiga Toxin; hit rate 9.2% among 290,000; inhibition, % at 38.7 µM; Vero cells, Shiga toxin protein synthesis inhibition reporter; AID 2315, 2010; in the data active = inhibition mostly above about 28%, no sharp cut-off; inactive = mostly below about 43%; note: 0% is about no effect
LmPK inhibitor = qHTS Assay for Inhibitors of Leishmania Mexicana Pyruvate Kinase (LmPK). hit rate 0.37% among 290,000. Q27686. AID 1721, 2009. purified LmPK, Kinase-Glo ATP luminescence, 1 h. Potency, µM (top dose mostly 57.5 µM), for the others: top-dose activity change, negative = inhibition, hits mostly inhibitors; note: potency is the fitted concentration of half-maximal effect; % is set by controls: 0 for no effect and ±100 for the full control effect
Target sequence (Q27686 whole entry, looked up): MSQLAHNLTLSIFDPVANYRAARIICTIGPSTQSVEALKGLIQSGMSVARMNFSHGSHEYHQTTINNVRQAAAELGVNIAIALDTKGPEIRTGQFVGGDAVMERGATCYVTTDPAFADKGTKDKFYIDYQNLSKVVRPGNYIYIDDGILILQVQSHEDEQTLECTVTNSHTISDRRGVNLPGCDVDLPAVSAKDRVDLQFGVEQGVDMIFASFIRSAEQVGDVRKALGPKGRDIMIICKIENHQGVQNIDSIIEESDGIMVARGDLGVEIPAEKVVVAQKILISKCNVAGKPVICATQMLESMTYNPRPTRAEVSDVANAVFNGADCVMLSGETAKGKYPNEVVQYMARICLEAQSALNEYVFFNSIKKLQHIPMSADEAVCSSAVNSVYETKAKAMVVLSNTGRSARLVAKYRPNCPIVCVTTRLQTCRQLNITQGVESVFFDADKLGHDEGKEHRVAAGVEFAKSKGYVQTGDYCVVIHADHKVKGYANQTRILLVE
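Purified LmPK (0.1 nM) with 0.5 mM PEP and 0.1 mM ADP in imidazole buffer pH 7.2 with MgCl2/KCl, 1 h at room temperature. ATP formed was read by luciferase luminescence and normalized to no-enzyme and uninhibited controls.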
Pf growth 48h = Primary qHTS for delayed death inhibitors of the malarial parasite plastid, 48 hour incubation | P. falciparum luciferase growth in erythrocytes, 48 h | Potency, µM (highest dose often 28.7 µM), inactives show at the highest dose activity change, negative = inhibition, hits mostly inhibitors | hit rate 5.9% among 310,000 | AID 504832, 2011; note: potency is the fitted concentration of half-maximal effect; % is set by controls: 0 for no effect and ±100 for the full control effect
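Cell-based growth assay: transgenic P. falciparum expressing firefly luciferase, cultured in red cells within RPMI 1640 containing 0.5% w/v Albumax, 24 mM bicarbonate and gentamycin. A drop in luciferase activity indicates inhibition.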
Tb PYK inh = qHTS of Trypanosoma Brucei Inhibitors | pyruvate kinase (Trypanosoma brucei), Q57TT1 | TbPYK enzyme, Kinase-Glo Plus ATP luminescence, 45 min | Potency, µM (highest dose often 76.8 µM), for the others: at the top dose activity, negative = inhibition, most hits filed as inhibitors | hit rate 0.12% among 410,000; note: potency is the fitted concentration of half-maximal effect; % is set by controls: 0 for no effect and ±100 for the full control effect; nearly all actives have a fitted effect of over 50% in size
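Assay buffer: 50 mM TEA pH 7.2, 100 mM KCl, 10 mM MgCl2, 0.05% BSA, 0.01% Tween-20. Pyruvate kinase from T. brucei plus substrate met compound, then ADP (130 uM final). Luminescence was read post 45 min RT.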
CHX counter = Cycloheximide Counterscreen for Small Molecule Inhibitors of Shiga Toxin; cell reporter, cycloheximide protein synthesis inhibition counterscreen; max response, %; hit rate 12% among 300,000; AID 2314, 2010; in the data active = max response mostly above about 13%, no sharp cut-off; inactive = mostly below about 14%; note: read at 38.3 µM for the half of the compounds with a filed dose; 0% is about no effect
Pf growth 96h = Primary qHTS for delayed death inhibitors of the malarial parasite plastid, 96 hour incubation; AID 504834, 2011; Potency, µM (series often up to 28.7 µM), inactives show at the highest dose activity change, negative = inhibition, most hits filed as inhibitors; hit rate 6.9% among 320,000; P. falciparum luciferase reporter growth, 96 h; note: potency is the fitted concentration of half-maximal effect; % is set by controls: 0 for no effect and ±100 for the full control effect
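Readout is luminescence from an integrated firefly luciferase in P. falciparum. Red cells, 2% hematocrit and 0.05% parasitemia final, were cultured with compound through two parasite generations (96 hours) at 37 C, 5% CO2.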
AmpC no deterg = qHTS Inhibitors of AmpC Beta-Lactamase (assay without detergent) | hit rate 0.52% among 330,000 | P00811 | AmpC nitrocefin hydrolysis, absorbance 480 nm, 0.0001% Triton | Potency, µM (titrated, usually from 57.1 µM), for inactives: at the highest dose activity change, negative = inhibition, hits mostly inhibitors | AID 485341, 2010;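 note: potency is the fitted concentration of half-maximal effect; plate controls were no compound for no effect and no enzyme for full effect; nearly all actives have a fitted effect of over 20% in size; some results filed as inactive show a strong effect at the top dose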
Target sequence (P00811 whole entry, looked up): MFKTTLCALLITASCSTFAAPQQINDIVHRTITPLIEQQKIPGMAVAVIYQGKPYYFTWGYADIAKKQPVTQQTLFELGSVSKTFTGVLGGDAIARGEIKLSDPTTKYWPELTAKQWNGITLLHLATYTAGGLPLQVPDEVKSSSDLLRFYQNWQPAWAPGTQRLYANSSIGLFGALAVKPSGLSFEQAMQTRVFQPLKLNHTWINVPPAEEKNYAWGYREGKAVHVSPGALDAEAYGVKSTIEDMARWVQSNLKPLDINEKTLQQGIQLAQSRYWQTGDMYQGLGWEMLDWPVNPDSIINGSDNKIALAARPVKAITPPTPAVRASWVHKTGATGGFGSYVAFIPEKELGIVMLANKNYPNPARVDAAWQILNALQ
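20 mM phosphate pH 7.0 + 0.01% (detergent screen) or 0.0001% Triton X-100; 5.3 nM AmpC reagent; cpd preinc 15 min RT; nitrocefin (800 uM stock) to start; A480 q20 s × 4 min; Activity was normalised to no-enzyme and no-compound control wells.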
Starred values were filed as active, the others as inactive; ? = inconclusive; · = no result given; [ ] = remark or other dose. Unless noted, calls come from the whole dose curve; as a rule, active = well fitted curve in the direction sought with a large enough effect; inconclusive = small, poorly fitted or top-dose-only effect, or another doubt; inactive = no such curve, though single readings can be large; an effect the other way counts as inactive or inconclusive.

SMILES	Shiga inhibitor	LmPK inhibitor	Pf growth 48h	Tb PYK inh	CHX counter	Pf growth 96h	AmpC no deterg
COc1ccc(-c2nc3ccc(C(=O)NCC(OC)OC)cc3nc2-c2ccc(OC)cc2)cc1	0.2	16.1%	?	3.6%	11.8	32.2%[activator]	191.7%[activator]
COc1ccc(C(=O)NC(Nc2ccc(C)cc2)C(Cl)(Cl)Cl)cc1 (stereo not drawn)	-4.1	0.0%	?	2.8%	-1.8	41.3%[activator]	-29.2%
CCCCNC(=O)OC(C)CNC(=O)Oc1cccc(C)c1 (stereo not drawn)	-14.4	-12.8%	-2.9%	-5.8%	5.0	·	-6.3%
CCOC(=O)c1c(NC(=O)C2CCCO2)sc2c1CCC2 (stereo not drawn)	31.4	4.2%	10.1%	-0.5%	-2.7	45.2%[activator]	·
Cc1cc(CN2CCC(N3CCC(C(=O)NC4CC4)CC3)CC2)cc(C)c1O	-31.1	-10.8%	?	0.3%	-1.7	31.7%[activator]	-4.8%
CN(C)CCCN(C(=O)c1cccc(N2C(=O)CCC2=O)c1)c1nc2cc3c(cc2s1)OCO3	1.2	-0.8%[11.5 µM]	-16.0%	1.8%	-4.2	20.4%	30.9%
O=C(COc1ccc(Cc2ccccc2)cc1)c1ccc(F)cc1	-17.0	-4.8%	1.9%	-2.1%	34.8*	5.22µM*	-26.9%
COc1cccc(-c2cc(C(=O)Nc3cnn(Cc4ccccc4C)c3)no2)c1	-11.4	5.6%	9.9%	-1.5%	-3.8	?	-22.3%
O=C(c1cccc(F)c1)N1CCc2ccccc21	-9.1	0.9%	14.3%	-2.7%	4.7	·	-6.2%
CN(CC(=O)Nc1ccccc1Cl)C(=O)c1cc(=O)[nH]c2ccccc12	-9.4	-3.4%	-3.7%	1.4%	-0.8	-1.7%	-10.8%
COc1ccc(NC(=O)CSc2nccn2-c2ccccc2)c(OC)c1	-3.2	3.0%	?	0.9%	1.6	31.9%	-12.2%
O=C(NCCc1ccc(F)cc1)C1CCCO1 (stereo not drawn)	-8.4	-1.8%	3.5%	-6.1%	-2.5	?	0.4%
CC(C)c1ccc(NC(=O)COC(=O)c2c[nH]c(=O)[nH]c2=O)cc1	-5.4	-0.1%	22.0%	-8.8%	3.1	12.7%	-12.5%
O=C(c1ccco1)N1CCN(C(=O)c2cnn(-c3ccc(Cl)cc3)c2C2CCNCC2)CC1	-5.1	-1.7%	-9.9%	-6.2%	-3.3	?	-4.1%
O=C1CN(C(=O)/C=C/c2cccc(Cl)c2)c2ccccc2N1	-10.4	7.4%	?	-1.5%	-3.2	?	-19.7%
CN(Cc1ccccn1)C(=O)C1CCC(=O)N(Cc2cccc(F)c2)C1 (stereo not drawn)	-14.0	-13.8%	-2.5%	-2.2%	-2.7	10.1%	-1.0%
Cc1ccc(OC(=O)c2ccc(N3CCOCC3)c([N+](=O)[O-])c2)cc1	6.6	1.3%	-20.0%	4.0%	11.1	30.8%[activator]	48.8%
C(=N\n1cnnc1)/c1ccccn1	-13.1	0.2%	6.2%	-8.4%	-0.7	·	-38.6%
CC(=O)Oc1ccc2cc(-c3ccccc3)c(=O)oc2c1	53.1*	?	28.0%	-11.2%	34.4*	79.3%[activator]	-9.1%
COc1ccc2[nH]c(C)c(C(=O)CN3CCOCC3)c2c1	-17.4	8.9%	14.4%	-6.0%	-1.0	·	-15.8%
Cc1ccc(C)c(N2CCN(CCCNC(=O)Cn3cc4c(n3)CCCCC4)CC2)c1	-4.6	1.6%	?	-1.1%	-1.9	-16.4%	?
CCc1c(C)sc(NC(=O)c2cc(-c3cc(OC)ccc3OC)on2)c1C#N	-4.8	5.8%	-5.0%	-0.7%	-0.2	?	-27.1%
O=C(Cc1cn2ccsc2n1)Nc1nc2c(s1)CCCC2	0.9	6.4%	·	-1.6%	1.8	40.2%[activator]	-34.9%
COc1cc(/C=C(/NC(=O)c2ccccc2)C(=O)N2CCOCC2)c([N+](=O)[O-])cc1OC	-11.3	4.8%	?	3.6%	-1.3	-16.3%	0.8%
N#CCSc1ccc(-c2nc3ccccc3[nH]2)cn1	43.8*	25.1µM*	66.1%[activator]	0.4%	29.0*	?	-32.3%
COc1ccc(S(=O)(=O)CCc2nnc(NC(=O)c3cccs3)s2)cc1	-8.3	0.7%	2.33µM*	-5.6%	-2.7	32.6%[activator]	-4.0%
Cc1ccc(/C([O-])=C(/C(=S)NCc2ccco2)[n+]2ccccc2)cc1[N+](=O)[O-]	-8.5	20.2%	10.4µM*	-15.1%	-1.3	?	-27.3%
CCOc1ccccc1CNC(=O)c1ccc(Sc2ccc(Cl)cc2)c(NC(C)=O)c1	-3.0	1.4%	-4.1%	1.6%	-3.2	?	-9.9%
CCn1c(SCC(=O)N2CCC(C)CC2)nnc1-c1ccco1	-20.6	-3.2%	-9.1%	4.3%	1.0	-3.8%	-5.3%
CC(NC(=O)Cc1ccsc1)c1ccc(Cl)cc1Cl (stereo not drawn)	-8.4	-5.7%	?	6.1%	7.5	?	-25.9%
CCOC(=O)Cc1csc(NC(=O)Cc2ccccc2[N+](=O)[O-])n1	84.9	0.1%	11.7%	-3.3%	17.7*	?	-26.6%
O=S(=O)(Nc1ccon1)c1cc(Cl)ccc1Cl	-11.7	-2.6%	-7.3%	4.9%	-1.8	22.4%	-13.3%
CCC(Cc1ccccc1)NC(=O)CSc1ccsc1[N+](=O)[O-] (stereo not drawn)	8.7	11.0%	-17.2%	-22.9%	-2.2	-9.8%	-42.3%
CCOCCn1c(SC(C)C(C)=O)nc2c1c(=O)[nH]c(=O)n2C (stereo not drawn)	-1.8	-6.7%	8.9%	1.6%	0.8	36.0%[activator]	-1.2%
CCn1c(=O)c2c(nc(SCc3ccccn3)n2C)n(C)c1=O	-4.4	-0.8%	13.8%	7.0%	-1.1	·	-22.9%
O=C(Nc1ccccc1)C1=C[C@@H](C2CC2)C[C@@H](OCc2ccc(CO)cc2)O1	47.3*	5.1%	4.3%	-2.1%	35.4*	6.8%	-0.4%
NC(=O)C1CCCN(C(=S)Nc2ccccc2)C1 (stereo not drawn)	-9.9	-0.1%	-2.1%	-12.8%	-3.0	25.6%	-6.0%
COc1ccc(CCNc2nnc(C)c(=O)[nH]2)cc1OC	-5.0	4.4%	·	3.0%	-2.9	3.5%	-6.4%
Cc1ccc(SCC(=O)N2CCc3ccccc32)cc1	52.6*	0.0%	77.2%[activator]	-5.0%	45.9*	?	-15.0%
CCOc1ccc(CNCCCSc2ncccn2)cc1OC	-2.9	-0.3%	3.9%	4.7%	-1.5	?	-11.9%
O=C(c1nn(Cc2ccccc2)c(=O)c2ccccc12)N1CCc2ccccc2C1	-17.3	-3.6%	-1.0%	-2.6%	-4.0	32.1%[activator]	-12.6%
FC(F)(F)Oc1ccc(Nc2nc(N3CCOCC3)nc(N3CCOCC3)n2)cc1	11.4	-5.4%	?	?	-9.4	11.7µM*	-7.8%
OC1(c2ccccn2)COc2ccccc2O1 (stereo not drawn)	32.4	-1.3%	28.8%	7.1%	23.7*	86.8%[activator]	24.1%
Cc1c(C(=O)NCCCc2ccccc2)cccc1[N+](=O)[O-]	0.5	0.3%	5.8%	6.4%	7.0	73.5%[activator]	-8.6%
CCC(CC)NC(=O)Nc1ccccc1C	35.0	3.0%	-1.9%	-4.1%	1.5	?	-14.1%
O=C1CC(Nc2ccc(N3CCOCC3)cc2)C(=O)N1c1cccc(C(F)(F)F)c1 (stereo not drawn)	6.5	1.4%	?	-9.3%	-0.3	1.4%	-9.6%
COC(=O)c1[nH]c2ccc(F)cc2c1NC(=O)Nc1ccc(OC)cc1	-3.3	3.0%	20.2%	-11.3%	-1.2	?	-11.5%
COc1cccc(CNC(=O)CCNS(=O)(=O)c2ccc(Br)s2)c1	-1.5	-0.4%	4.3%	-6.8%	-1.7	?	-19.0%
O=C(O)c1ccccc1C(=O)Nc1ccc(-c2csc(-c3ccccc3)n2)cc1	72.8*	-3.5%	164.5%[activator]	-7.0%	53.8*	351.1%[activator]	-19.3%
CC(C)C12CN(C(=O)c3ccccc3[N+](=O)[O-])CC(C(C)C)(CN(C(=O)c3ccccc3[N+](=O)[O-])C1)C2=O	-7.5	0.9%	?	3.0%	-1.9	?	40.2%
O=C(c1ccc(COc2ccccc2)o1)N1CCN(S(=O)(=O)c2ccccc2Cl)CC1	·	·	13.1µM*	-3.4%	·	?	16.3%
c1ccc(CN2CCC(Nc3nc(-c4cccs4)nc4ccccc34)CC2)cc1	2.0	7.1%	5.22µM*	1.9%	-4.1	5.22µM*	-17.7%[11.4 µM]
CCOC(=O)N1CCN(C(=O)CS(=O)(=O)c2cn(Cc3cccc(F)c3)c3ccccc23)CC1	-2.6	6.0%	·	-2.6%	-1.8	2.6%	17.5%
CCn1c(SCC(=O)c2cc(C)n(C)c2C)nnc1-c1ccccc1	-7.4	0.0%	·	-6.8%	-1.5	?	-5.5%
Cn1ncc2c1ncn1nc(CCc3ccccc3)nc21	68.5*	-5.2%	282.4%[activator]	-1.4%	52.1*	?	-10.6%
O=C(O)c1ccc(-c2nc(-c3ccc(Cl)cc3Cl)cs2)cc1	77.1*	-2.4%	244.1%[activator]	-6.2%	33.8*	225.3%[activator]	-21.2%
COc1ccc(C2c3sc(=O)[nH]c3SC3C4CCC(C4)C23)cc1 (stereo not drawn)	13.7	1.9%	-22.2%	-6.2%	15.6	77.3%[activator]	-58.4%
Cc1noc(C)c1S(=O)(=O)NCc1ccc(CN(C)C)cc1	·	·	-11.6%	7.5%	·	-22.8%	-2.6%
COc1cc(CN(C)CC2CCCN(CCc3cccc(C(F)(F)F)c3)C2)ccc1O (stereo not drawn)	4.7	2.5%	2.94µM*	-3.9%	1.1	?	62.9%[activator]

4 entries picked at random from those above:
SMILES	Shiga inhibitor	LmPK inhibitor	Pf growth 48h	Tb PYK inh	CHX counter	Pf growth 96h	AmpC no deterg
CCn1c(SCC(=O)N2CCC(C)CC2)nnc1-c1ccco1	-20.6	-3.2%	-9.1%	4.3%	1.0	-3.8%	-5.3%
CC(C)C12CN(C(=O)c3ccccc3[N+](=O)[O-])CC(C(C)C)(CN(C(=O)c3ccccc3[N+](=O)[O-])C1)C2=O	-7.5	0.9%	?	3.0%	-1.9	?	40.2%
CCOC(=O)c1c(NC(=O)C2CCCO2)sc2c1CCC2 (stereo not drawn)	31.4	4.2%	10.1%	-0.5%	-2.7	45.2%[activator]	·
NC(=O)C1CCCN(C(=S)Nc2ccccc2)C1 (stereo not drawn)	-9.9	-0.1%	-2.1%	-12.8%	-3.0	25.6%	-6.0%

Bioassay records (PubChem BioAssay)
